HTR5A inv ctr = counter-screen for OPRM1-OPRD1 inverse agonists: human HTR5A inverse agonism; P47898; HTR5A cell line, luminescence; inhibition, % at 9.3 µM; actives 0.083% (n = 340,000); AID 504634; in the data active = inhibition mostly above about 23%, no sharp cut-off; inactive = mostly below about 18%;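 also: 0% = cells with DMSO and 100% = no-cell wells with DMSO; some compounds called inactive have numbers as strong as hits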
Target sequence (P47898 whole entry, looked up): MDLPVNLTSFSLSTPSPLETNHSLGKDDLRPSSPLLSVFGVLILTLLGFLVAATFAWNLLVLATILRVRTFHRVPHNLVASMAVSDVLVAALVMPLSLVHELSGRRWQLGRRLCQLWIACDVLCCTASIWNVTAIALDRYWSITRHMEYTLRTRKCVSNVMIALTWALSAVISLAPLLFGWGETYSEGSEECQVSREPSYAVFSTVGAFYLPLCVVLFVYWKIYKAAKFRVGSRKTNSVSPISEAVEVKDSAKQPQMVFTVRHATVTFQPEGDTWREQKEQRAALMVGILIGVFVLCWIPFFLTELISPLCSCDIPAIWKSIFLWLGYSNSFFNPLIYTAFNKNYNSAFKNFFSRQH
Tat export inh = E. coli Tat transport inhibition. E. coli MC4100 TorA-mCherry Tat export, fluorescence. inhibition, % at 10 µM. actives 0.036% (n = 340,000);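 active = mean replicate inhibition at least 50% and at least half of replicates individually reaching 50%; inconclusive = only one of the two criteria met; inactive = neither criterion met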;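 also: exported cargo escapes ClpAP degradation while cytoplasmic cargo is degraded and loses fluorescence; 0% = median of neutral control wells and 100% = median of NaSCN control wells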
PKA-R1A act = activates the PKA-R1A holoenzyme complex | P00514+P68181 | PKA-R1A dissociation, Cy5-IP20 fluorescence polarization; scaled: DMSO 0%, 113 µM cGMP 100% | activation, % at 11.4 µM | actives 0.083% (n = 340,000) | AID 504707;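 active = percent activation above the mean of all tested compounds plus 3 SD, cut at about 19% in these data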;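 also: higher means more PKAc released from R1A so a rise in polarization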
E coli growth = bacterial growth inhibition, counter-screen for AddAB inhibitors. E. coli V3065 growth, OD600 absorbance, 18 h. inhibition, % at 11.9 µM. actives 0.27% (n = 330,000);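 active = inhibition above the campaign's mean inhibition across all tested compounds plus 3 SD, cut at about 9.9% in these data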;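 also: uninfected addAB+ strain grown without phage in ampicillin broth; 0% = DMSO wells and 100% = ciprofloxacin 0.95 µg/ml wells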
PfHsp90 yeast 2 = reduces growth (ATP signal) of yeast expressing P. falciparum Hsp90; S. cerevisiae expressing PfHsp90, BacTiter-Glo ATP, 48 h; yeast lacking PDR1 and PDR3 efflux regulators; actives 0.32% (n = 310,000); inhibition, % at 9.4 µM; AID 504621;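 active = every replicate shows inhibition above about 80%, whatever the replicate mean, limit read from the data; inconclusive = mean inhibition reaches the set limit but some replicate falls short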;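 also: 0% = DMSO neutral controls and 100% = 20 µM radicicol positive controls; yeast relying on Plasmodium falciparum Hsp90 in place of its own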
PKA-R2B act = PKA-R2B complex activation; PKA-R2B holoenzyme dissociation, Cy5-IP20 fluorescence polarization; R2B truncated from residue 108, S112A mutant; 0% DMSO only, 100% 113 µM cGMP; activation, % at 11.4 µM; actives 0.079% (n = 340,000);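 active = activation above a cutoff set at the mean over all compounds plus 3 SD, cut at about 18% in these data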;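 also: higher means more holoenzyme dissociation and a rise in polarization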
Target sequence (P31323 whole entry, looked up, other chains not shown, the tested form may be a part): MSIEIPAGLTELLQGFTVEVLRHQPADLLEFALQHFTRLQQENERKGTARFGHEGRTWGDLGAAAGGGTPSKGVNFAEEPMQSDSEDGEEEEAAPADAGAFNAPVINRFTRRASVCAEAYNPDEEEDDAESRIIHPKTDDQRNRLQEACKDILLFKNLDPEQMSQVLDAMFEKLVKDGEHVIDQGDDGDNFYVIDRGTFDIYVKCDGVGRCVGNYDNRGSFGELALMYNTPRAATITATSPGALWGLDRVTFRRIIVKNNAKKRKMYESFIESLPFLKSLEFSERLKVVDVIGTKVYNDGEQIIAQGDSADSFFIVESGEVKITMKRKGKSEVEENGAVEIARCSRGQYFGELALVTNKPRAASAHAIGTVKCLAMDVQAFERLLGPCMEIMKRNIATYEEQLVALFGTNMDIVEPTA
phage Ecoli inh = E. coli growth loss with phage present. growth absorbance. inhibition, % at 11.9 µM. actives 0.26% (n = 360,000); in the data active = inhibition above about 11%
Mot1-301 SUMO = inhibitors of SUMOylation pathway: yeast Mot1-301 growth rescue. S. cerevisiae Mot1-301 growth rescue, ATP luminescence, 38.5C; percent above DMSO median, 100 means doubled. growth rescue, % at 18.8 µM. actives 1% (n = 320,000). AID 2716;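 active = every valid replicate shows activation above 250% relative to neutral control wells; inactive = the rest, any valid replicate at or below 250%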;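 also: OY570 slx delta 5 strain wells were the positive control but not used for scaling; some compounds called inactive have numbers as strong as hits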
OPRM1-OPRD1 ag = OPRM1-OPRD1 heterodimerization agonism. P35372+P41143. cells, luminescence. activation, % at 9.3 µM. actives 0.3% (n = 340,000). AID 504326; in the data active = activation above about 18%;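 also: 0% = vehicle-treated cells and 100% = reference agonist; values of inactives mirror those of a sister screen read the other way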
OPRM1-OPRD1 inv = inverse agonists of human mu-delta opioid receptor heterodimerization; inhibition, % at 9.3 µM; actives 0.21% (n = 340,000); cell-based MOR-DOR heterodimer luminescence, inverse agonism; P35372+P41143; in the data active = inhibition above about 22%, passing the limit was not always enough;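 also: 0% = cells with DMSO and 100% = wells without cells with DMSO; values of inactives mirror those of a sister screen read the other way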
AddAB inh = less growth of phage-infected E. coli with AddAB | actives 0.29% (n = 330,000) | AID 435030 | E. coli expressing H. pylori AddAB, absorbance growth | inhibition, % at 11.9 µM; in the data active = inhibition above about 12%;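 also: 0% = vehicle wells of infected cells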
* = called active by the depositor; ? = inconclusive; . = not tested or not shown; & = joins results of further samples.

SMILES | HTR5A inv ctr | Tat export inh | PKA-R1A act | E coli growth | PfHsp90 yeast 2 | PKA-R2B act | phage Ecoli inh | Mot1-301 SUMO | OPRM1-OPRD1 ag | OPRM1-OPRD1 inv | AddAB inh
O=C1CCC(C(=O)OCC(=O)c2c[nH]c3ccccc23)=NN1 | -11 | 22 | -4 | -0.4 | -2 | -10 | 1.5 | . | -0.1 | 0 | 0.7
CN(C)S(=O)(=O)c1ccc(S(=O)(=O)NCc2ccc3c(c2)OCO3)cc1 | -4 | 1 | -2 | 2.1 | 17 | 0 | -4.5 | 7 | -2.8 | 14 | 4.6
COc1ccc(Nc2nc(-c3cccnc3)cs2)c(OC)c1 | 11 | 5 | 5 | . | -17 | 5 | 1.3 | -4 | 0.9 | -4 | .
COc1ccc(NC(=O)CN2CCN(C3c4ccccc4-c4ccccc43)CC2)c(OC)c1 | 8 | -1 | -14 | -1.4 | . | -5 | 3.7 | 14 | -2.4 | 12 | 1.4
COc1ccc(-n2c(SCC(N)=O)nc3nc4c(cc3c2=O)COC(C)(C)C4)cc1 | -3 | -4 | -9 | 0.9 | -25 | 1 | 5.0 | -12 | -1.2 | 6 | 3.9
COc1ccc(C(=O)Nc2nnc(S(=O)(=O)N(C)Cc3ccc(F)cc3)s2)cc1OC | -4 | 3 | -9 | 1.1 | 1 | -4 | 0.9 | 1 | -1.1 | 6 | -1.3
COc1ccccc1C(=O)COC(=O)c1cc(=O)[nH]c2ccccc12 | -8 | 24 | 1 | -0.4 | 27 | 0 | 4.7 | -1 | -1.1 | 6 | -0.5
O=C(COC(=O)CCN1C(=O)/C(=C\C=C\c2ccccc2)SC1=S)Nc1cc(F)ccc1F | -2 | -4 | -2 | 2.4 | -29 | 4 | 3.0 | -17 | -0.5 | 3 | 1.2
Cc1ccc(S(=O)(=O)N2CCN(C(=O)COc3ccc(C)nc3[N+](=O)[O-])CC2)c(C)c1 | 29 | -3 | -1 | 1.1 | 17 | -5 | 4.7 | -8 | -1.5 | 8 | 1.5
CC1(C)CC(=O)c2cc(OCC(=O)N3CCOCC3)ccc2O1 | -6 | 1 | -1 | -2.2 | . | -5 | 4.7 | -10 | -1.7 | 10 | -0.4
Cc1cccc(-n2c3nc(=O)[nH]c(=O)c-3cc3cc([N+](=O)[O-])ccc32)c1 | -24 | 8 | -2 | -0.8 | 22 | -16 | 2.4 | -26 | -1.0 | 5 | 2.1
Cc1cc(NC(=O)C(C)C)ncc1NC(=O)c1ccco1 | -6 | 0 | 5 | 0.9 | 0 | 6 | -2.7 | -13 | -3.0 | 15 | 4.0
Cc1ccc(S(=O)(=O)Cn2nnnc2CN(Cc2ccco2)Cc2cccs2)cc1 | 7 | -3 | -11 | 2.0 | -9 | -8 | 4.2 | -9 | -1.0 | 6 | 0.3
Cc1cccc(C)c1OCC(=O)Nc1cccc(NC(=O)c2ccco2)c1 | 5 | 1 | -9 | -0.2 | 4 | -10 | 3.9 | 1 | 1.7 | -8 | 1.9
CSc1nsc(SCC(=O)Nc2ccccc2)n1 | -20 | 4 | 6 | 0.9 | 11 | 2 | 0.0 | -5 | 0.8 | -7 | 2.2
CNC(=O)CS(=O)CC(=O)Nc1cc(OC(C)C)c(Cl)cc1Cl (stereo unspecified) | 10 | 7 | 4 | -0.7 | -49 | -1 | 2.3 | 2 | -0.3 | 2 | 1.6
CCCCNC(=O)CCn1ccc2cc(S(=O)(=O)N3CCCC3)ccc21 | -17 | 1 | -4 | 0.1 | -11 | 9 | -1.7 | 3 | -1.8 | 10 | -0.8
Cn1cc([N+](=O)[O-])c(C(=O)Nc2ccc(-c3nc4ccccc4[nH]3)cc2)n1 | 15 | -1 | -13 | 0.8 | -19 | -5 | 5.2 | 84 | -2.3 | 12 | 0.5
Cc1ccc(Cl)cc1N1CCN(C(CC(C)C)c2nnnn2CC2CCCO2)CC1 (stereo unspecified) | 15 | 5 | -4 | 0.7 | -2 | -1 | 1.7 | 109 | -0.5 | 2 | 3.1
CC(NC(=O)CN(C)S(=O)(=O)c1ccc2c(c1)c(=O)n(C)c(=O)n2C)c1ccccc1 (stereo unspecified) | 19 | -12 | 10 | -1.0 | 21 | 1 | 1.5 | -10 | -1.3 | 7 | 7.2
Cc1cc(C(=O)Nc2ccc(N3CCOCC3)c(Cl)c2)c(C)o1 | -24 | 5 | -5 | 1.4 | -8 | 4 | 2.8 | -2 | -3.3 | 16 | 1.6
COc1ccc(OC)c(NC(=O)COC(=O)CCC2CCCC2)c1 | -15 | 4 | -11 | 0.3 | -1 | -12 | 0.1 | 5 | 3.8 | -15 | 1.3
CC1(C)CC2CC(C)(CN2C(=O)c2ccc([N+](=O)[O-])cc2)C1 (stereo unspecified) | -5 | 4 | -2 | 0.5 | 0 | -1 | 3.3 | 3 | -1.9 | 10 | 1.1
CCN(C(=O)COC(=O)c1nn(-c2ccccc2)c(=O)c2ccccc12)C1CCS(=O)(=O)C1 (stereo unspecified) | 0 | 1 | -12 | 1.1 | -17 | -11 | 1.4 | 2 | -1.7 | 9 | 0.7
COc1cccc(-n2c(-c3ccc4[nH]c(C)c(C)c4c3)n[nH]c2=S)c1 | -3 | 5 | 12 | 1.3 | -11 | -1 | 3.5 | . | 1.1 | -6 | -0.2
SMILES | HTR5A inv ctr | Tat export inh | PKA-R1A act | E coli growth | PfHsp90 yeast 2 | PKA-R2B act | phage Ecoli inh | Mot1-301 SUMO | OPRM1-OPRD1 ag | OPRM1-OPRD1 inv | AddAB inh
CC(=O)c1sc(N)nc1C | -24 | -4 | 3&-10 | 2.9 | -5 | -5&13 | -0.2&1.7 | -4 | -1.7 | 9 | 4.2
O=C(O)C1C2C=CC(C2)C1C(=O)OCc1ccccc1 (stereo unspecified) | 8 | -5 | 0 | 1.8 | . | -5 | 3.9 | 0 | -2.0 | 11 | 0.5
N/C(=N\OC(=O)CCCOc1ccccc1)c1ccccn1 | 2 | 12 | -16 | 0.4 | -7 | -2 | 2.6 | -4 | -1.2 | 9 | 1.5
CCN(CC)CCCNc1nc(N)c([N+](=O)[O-])c(NCCO)n1 | -13 | -3 | 6 | 0.6 | -8 | 1 | -1.8 | -5 | -2.5 | 13 | 1.5
Cc1ccc(CNC(=O)CCc2c(C)nc3c(c(C)nn3-c3ccc(C)cc3)c2C)cc1 | 8 | -2 | 0 | 4.3 | 6 | -6 | 3.4 | -11 | -2.3 | 13 | 2.3
Oc1ccccc1/C=N/Nc1nc2ccccc2o1 | -19 | 5 | -1 | -5.9 | -48 | -3 | -3.5 | -11 | 7.4 | -37 | -2.9
CCc1ccccc1NC(=O)CCN1C(=O)c2ccccc2C1=O | 3 | -8 | -4 | -0.8 | -3 | -13 | -0.9 | 0 | -1.7 | 7 | 2.3
O=C(NNC(=O)c1cccc2ccccc12)c1ccc(Cl)cc1 | -2 | 2 | 3 | . | -7 | -8 | 2.1 | . | -2.8 | 14 | .
O=C(O)c1ccc(NC(=S)NC(=O)c2cncc(Br)c2)cc1 | 14 | -3 | 13 | 1.1 | 17 | 7 | 3.9 | -10 | -4.0 | 20 | 1.6
O=C(CNC(=O)c1ccc(Cl)cc1)OC1CCOC1=O (stereo unspecified) | -8 | -4 | 4 | 0.0 | -33 | -9 | 2.8 | 223 | 0.3 | -2 | 1.9
O=C(COc1ccccc1Cl)Nc1ccc2c(c1)OCO2 | -16 | -1 | -10 | 2.8 | 6 | 3 | 4.2 | -7 | 1.5 | -11 | 2.5
O=C(CCc1nc2cccnc2n1Cc1ccccc1)N1CCOCC1 | -29 | ? | -8 | -0.2 | 15 | -8 | 0.1 | -5 | -1.5 | 9 | 1.0
COc1ccc2c(c1)C(=O)N(c1ccccc1OC)C(=O)C2(C)C | 18 | -5 | 0 | -0.9 | -23 | 5 | 1.7 | 26 | -3.0 | 17 | -0.1
Cc1c(C(=O)NCc2ccc3c(c2)cc(C)n3C)cccc1[N+](=O)[O-] | -22 | -14 | -1 | -3.2 | -34 | 3 | 0.3 | -16 | 2.5 | -14 | -0.3
CC1CCN(CC(=O)N2c3ccccc3CCc3ccccc32)CC1 | 2 | 8 | -3 | 3.8 | . | -2 | 4.7 | 3 | -1.1 | 5 | 1.7
CC1CCCCC1NC(=O)CSc1nnnn1C (stereo unspecified) | 12 | 13 | 4 | . | -41 | -3 | 0.7 | . | -1.8 | 11 | .
Cc1ccc(NC(=S)NC(=O)/C=C/c2ccco2)c(O)c1 | -2 | 3 | -5 | -3.0 | -18 | -9 | 4.2 | 8 | -7.0 | 33 | -0.2
CC(C)S(=O)(=O)CC(=O)c1ccc(Cl)cc1 | -9 | 1 | 6 | 0.3 | -9 | 5 | 2.5 | 2 | 2.5 | -18 | 1.5
CCOc1cc(/C=C2\N=C(SC(C)C(N)=O)N(c3ccc(OC(F)F)cc3)C2=O)ccc1O (stereo unspecified) | 1 | 6 | -5 | 1.6 | 20 | 2 | 0.7 | 117 | 2.2 | -12 | 1.2
CCNC(=O)c1ccc(CSc2ccc(Cl)cc2)cc1 | 6 | -5 | 5 | 1.3 | -15 | 8 | 3.8 | -5 | -0.5 | 2 | 6.4
C=CCn1c(O)c(N=NC(=S)Nc2cccc(OC)c2)c2ccccc21 | 1 | -2 | 1 | -3.6 | -64 | 4 | 0.6 | -9 | -0.8 | 5 | 1.9
O=C(O)c1ccc2c(c1)C(=O)N(c1cccc(C(=O)/C=C/c3ccccc3)c1)C2=O | -25 | -4 | 8 | 1.4 | -11 | 0 | 2.1 | -6 | -0.2 | 1 | 2.3
C/C(Cn1cnc([N+](=O)[O-])n1)=N\NC(=O)c1ccc(Br)cc1 | -5 | -4 | 3 | -0.3 | 3 | 6 | 3.4 | -11 | 0.2 | -1 | -0.5
Cn1c(=O)oc2cc(S(=O)(=O)NCc3ccccn3)ccc21 | 2 | -14 | 2 | -2.3 | -12 | 8 | 3.2 | -3 | -2.1 | 12 | -1.5
CC(=O)Nc1ccc2c(c1)ncn2C | -25 | 5 | -5 | 1.2 | . | 4 | 1.6 | 0 | 0.9 | -5 | 0.9
O=C(CSc1ccc(-c2cccnc2)nn1)Nc1ccccc1 | 17 | 2 | -7 | 1.6 | -3 | 1 | 1.2 | -12 | -2.2 | 12 | -0.7
COc1ccc(-c2cc(C)no2)cc1S(=O)(=O)N(C)c1cccc(C)c1 | -3 | 0 | -5 | 0.4 | 12 | -3 | 0.3 | -14 | -1.8 | 9 | 0.9
CCc1ccc(-c2cc(C(=O)NN3CCOCC3)c3ccccc3n2)cc1 | -11 | -13 | -5 | -1.4 | -2 | -6 | 2.2 | -1 | -2.0 | 9 | 1.2
CCOC(=O)N1CCC(N(CCN(C)C)C(=S)Nc2cc(C)cc(C)c2)CC1 | 2 | -3 | -6 | 3.8 | -5 | -9 | 2.5 | 107 | 0.1 | -1 | 2.4
O=S(=O)(c1ccccc1)N1N=C(c2ccccc2)CC1c1ccccc1 (stereo unspecified) | 1 | -9 | -8 | -0.6 | 2 | -2 | 3.9 | -6 | -3.0 | 16 | 2.2

No enrichment for hits, and some 2.2% of all compounds hit somewhere here.
